OX1R antag-1 – OX1R (HCRTR1) antagonists, primary screen, fluorescence, CHO/OX1R cells, Fluo-8 calcium, orexin A | AID 434989, 2010 | inhibition, % at 5 µM | hit rate 0.43% among 330,000 | Fluo-8 calcium fluorescence | Orexin/Hypocretin receptor type 1 (Homo sapiens), O43613;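 active = inhibition above its plate's threshold, mean inhibition of all tested compounds on the plate plus 3 SD, cut at about 37% in these data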;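 note: 0% = orexin A challenge wells and 100% = SB-334867-A antagonist wells; not every result past the cut was called active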
Target sequence (O43613 whole entry, looked up): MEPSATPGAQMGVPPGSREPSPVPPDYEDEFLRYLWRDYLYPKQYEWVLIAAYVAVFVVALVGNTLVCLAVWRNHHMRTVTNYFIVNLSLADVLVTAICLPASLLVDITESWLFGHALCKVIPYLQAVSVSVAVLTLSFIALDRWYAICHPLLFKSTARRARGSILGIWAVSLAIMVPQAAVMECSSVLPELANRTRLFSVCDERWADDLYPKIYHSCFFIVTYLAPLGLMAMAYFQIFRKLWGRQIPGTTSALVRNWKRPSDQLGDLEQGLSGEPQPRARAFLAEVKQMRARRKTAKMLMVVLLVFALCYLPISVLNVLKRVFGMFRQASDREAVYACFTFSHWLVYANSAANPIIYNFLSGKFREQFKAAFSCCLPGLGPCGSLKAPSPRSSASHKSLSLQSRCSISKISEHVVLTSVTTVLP
OX1R antag-2 – antagonists of human orexin 1 receptor (OX1R); Orexin/Hypocretin receptor type 1 (Homo sapiens), O43613; OX1R-expressing cells, FRET antagonist read-out; inhibition, % at 6.6 µM; hit rate 1.8% among 330,000; AID 485270, 2010; in the data active = inhibition mostly above about 38%, no sharp cut-off; inactive = mostly below about 40%;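 note: 0% = agonist challenge alone and 100% = reference antagonist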
* hit, by the source's call.

Compound	OX1R antag-1	OX1R antag-2
COc1cnc(SC(C)C)[nH]c1=O	2	2
COc1ccc(C2CC(C(F)(F)F)n3nc(C(=O)NCc4cn(C)nc4C)c(Cl)c3N2)cc1 (configuration not stated)	-13	6
Cc1ccc(S(=O)(=O)N2CCOC23CCN(C(=O)c2ccc(Cl)cc2Cl)CC3)cc1	-14	18
O=C(NCc1ccco1)C1CCN(S(=O)(=O)N2CCOCC2)CC1	7	9
COCCNC(=S)NNC(=O)c1ccco1	0	17
CC(C(=O)N1CCc2ccccc21)N1CCc2ccccc2C1 (configuration not stated)	-24	17
COc1ccc(CNCc2ccncc2)cc1OC	-14	10
Cc1cc(NC(=O)CSc2cn(CCNC(=O)c3ccc(Cl)cc3)c3ccccc23)no1	-23	28
COc1cc(C(=O)OCc2cc(=O)n3ccsc3n2)ccc1OC(C)C	-22	9
CC1(C)CC2(CCCN(C(=S)Nc3ccccc3)C2)CCO1 (configuration not stated)	-28	10
O=C(COC(=O)/C=C/c1cccc(Cl)c1)Nc1c(F)cccc1F	-17	10
O=C(CSCc1ccccc1)Nc1cccc(C(=O)Nc2ccc(C(=O)O)cc2)c1	-2	11
CCc1noc(C)c1C(=O)N1CCN(S(=O)(=O)c2ccc(C)cc2C)CC1	-21	20
Cc1ccc(CNC(=O)CCn2cc(-c3ccc(C)cc3)nc2-c2ccncc2)cc1	-30	19
CC(C)Oc1ccc(S(=O)(=O)N2CCOCC2)cc1NC(=O)C1CSC2(C)CCC(=O)N12 (configuration not stated)	-30	16
O=C(Nc1cccc2ccccc12)c1nn(C23CC4CC(CC(C4)C2)C3)cc1[N+](=O)[O-]	2	12
CC(C)CC(C(=O)N1CCOCC1)N1Cc2ccccc2C1=O (configuration not stated)	-3	8
CCc1[nH]nc2c1C(c1ccc(C)o1)C(C#N)=C(N)O2 (configuration not stated)	-7	14
CC(C)Cn1c2c(c(O)c(C(=O)Nc3nc4ccccc4s3)c1=O)CCCC2	23	5
Cc1cc(-c2ccccc2)nc2oc3c(c12)NC(=O)CN(c1ccccc1)C3=O	-21	10
CCc1ccc(OCc2nnc(SCC(=O)NCc3ccco3)o2)cc1	-30	7
Cc1nn2c(=O)cc(CSCC(=O)Nc3ccccc3Cl)nc2s1	6	7
COc1cccc(CN2CCNC(=O)C2CC(=O)N2CCOc3ccccc3C2)c1OC (configuration not stated)	-25	7
CCOc1ccc(OCCOC(=O)CN(C)S(=O)(=O)c2ccc(NC(C)=O)cc2)cc1	-15	4
CCOc1ccccc1NC1=NC2CS(=O)(=O)CC2S1 (configuration not stated)	-4	2
CC(CNC(=O)C1CCCCC1C(=O)O)c1ccccc1 (configuration not stated)	-3	5
CCn1c(C(C)NC(=O)Cc2ccccc2)nc2ccccc21 (configuration not stated)	-13	22
CCOC(=O)CSc1nnc(-c2ccccc2NC(=O)c2ccccc2)o1	-16	6
CCOc1nc(Nc2ccc([N+](=O)[O-])cc2)nc(NC(C)(C)C)n1	-24	25
Cn1c(-c2cccs2)nc2ccccc21	-1	12
CCOc1cc(C#N)c(NC(=O)c2cccnc2Cl)cc1OCC	-32	7
Cc1ccc(C(=O)CSc2nnnn2Cc2ccccc2)cc1C	-25	17
CNC(=O)COC(=O)c1ccc2c(c1)S(=O)(=O)c1ccccc1C2=O	-8	74*
CCc1ccc(C(=O)/C=C/Nc2ccc(S(=O)(=O)Nc3onc(C)c3C)cc2)cc1	-23	14
CN(C(=O)CSc1nnnn1-c1ccccc1)C1CCCCC1	-30	9
CCOC(=O)c1c(NC(=O)c2ccc(N3C(=O)[C@@H]4[C@H](C3=O)[C@H]3C=C[C@@H]4C3)cc2)sc2c1CC(C)CC2 (some centres not stated)	-1	28
COCc1ccc(-c2c(-c3cc(OC)cc(OC)c3)oc(=O)c3cc(OC)c(OC)cc23)cc1	-32	7
CCOC(=O)C1(Cc2ccc(Cl)cc2)CCN(Cc2nccn2CC)CC1	-16	6
CCOc1ccc(Nc2oc(-c3ccccc3Cl)nc2C#N)cc1	-21	22
Cc1cccc(-c2ncc(S(=O)(=O)C(C)(C)C)c(N)n2)c1	-4	10
CC[C@]1(C(=O)OC)[C@H]2C(=O)N(Cc3ccccc3)C(=O)[C@H]2[C@H]2CN=C(SCC3CC3)N21	21	19
O=C(c1cc(-c2ccc(F)cc2)on1)N1CCOCC1	-14	10
CCc1ccc(N2C(=O)c3cc(N4CCOCC4)c([N+](=O)[O-])cc3C2=O)cc1	4	12
CCOC(=O)CNC(=O)CSc1ncnc2c1cnn2-c1ccc(C)cc1	0	7
CC1CN(C(=O)N2c3ccccc3Sc3ccccc32)CC(C)O1 (configuration not stated)	-22	2
CC(C)Oc1cccc(-c2cc(C(=O)NC(=S)N(C)c3ccccc3C(=O)O)c3ccccc3n2)c1	-16	25
Cc1ccc(-c2nc(C(=O)NCCCN(C)C)cc3c2[nH]c2ccccc23)cc1	-15	10
Cc1ccc2cccc(S(=O)(=O)N3CCN(c4cccc(Cl)c4)CC3)c2n1	-5	0
O=C(Nc1ccc(Br)cc1)C1CCN(c2cnccn2)CC1	-4	1
CNCc1cc2ccc(C)cc2[nH]c1=O	-7	17

Continuation.
Compound	OX1R antag-1	OX1R antag-2
COc1ccc(CN(Cc2ccco2)S(=O)(=O)c2ccc(S(=O)(=O)N3CCCC3)cc2)cc1	-18	2
O=C(CSc1nnc(NC(=O)c2ccccc2F)s1)NCc1ccco1	-9	13
CCCc1nc2c(C)cc(C)cc2c(N)c1CC	-9	-3
O=C(Oc1ccc(OC(=O)c2ccco2)c(S(=O)(=O)c2ccc(Br)cc2)c1)c1ccco1	-8	9
COc1cc(N=Nc2ccc3ccccc3c2)ccc1O	0	-1
CC(C)C[C@H](NC(=O)N1CC(=O)Nc2ccccc21)C(=O)N[C@H](C(=O)O)c1ccccc1	-8	13
COCCn1c(SCC(=O)NCc2ccco2)nnc1C(C)C	-7	9
O=c1c(Cc2ccc(Cl)cc2)c(O)ccn1Cc1cccc(Cl)c1	2	40
O=C(COc1ccc(=O)n(-c2ccccc2)n1)Nc1ccccc1	5	17
O=C(Nc1ccc(F)c([N+](=O)[O-])c1)C1CCCO1 (configuration not stated)	-1	10

For reference, 5 of the compounds above.
Compound	OX1R antag-1	OX1R antag-2
O=C(Oc1ccc(OC(=O)c2ccco2)c(S(=O)(=O)c2ccc(Br)cc2)c1)c1ccco1	-8	9
COc1cc(N=Nc2ccc3ccccc3c2)ccc1O	0	-1
CC(C)C[C@H](NC(=O)N1CC(=O)Nc2ccccc21)C(=O)N[C@H](C(=O)O)c1ccccc1	-8	13
COCCn1c(SCC(=O)NCc2ccco2)nnc1C(C)C	-7	9
O=c1c(Cc2ccc(Cl)cc2)c(O)ccn1Cc1cccc(Cl)c1	2	40

Next structures
mol	OX1R antag-1	OX1R antag-2
CC(C)c1ccccc1NS(=O)(=O)c1cccs1	-22	25
CNc1nc(N)nc(OC(C(F)(F)F)C(F)(F)F)n1	-16	5
CCOC(=O)N1CCN(C(=O)CNCc2cccs2)CC1	-9	17
COc1ccc(NS(=O)(=O)c2ccc(N)c(C(=O)O)c2)cc1	-13	12
CC1(c2ccc(OC(F)F)cc2)NC(=O)N(CC(=O)Nc2ccc(Cl)cc2F)C1=O (configuration not stated)	18	11
Cc1ccc(NC2=NCC(=O)N2Cc2cccs2)cc1C	-17	11
Cc1ccc(C)c(-c2cc(C(=O)Nc3cccnc3)c3ccccc3n2)c1	-26	38
CN1CCc2c(sc3c2c(=O)n(-c2cccc(Cl)c2)c2nncn32)C1	-13	48
CC(C)n1cc([C@@H]2C[C@H]3CN(Cc4cccc(Cl)c4)C(=O)[C@]34CCCN24)cn1	-46	8
CCOc1ccc(NS(=O)(=O)N(C)C)cc1	-9	34
CSc1nsc(SCC(=O)Nc2ccc(O)c(C(=O)O)c2)n1	-17	20
CCOC(=O)C1(CCCc2ccccc2)CCN(C(=O)c2ocnc2C)CC1	-4	20
CC(C)CC(C(=O)Nc1oc(-c2ccccc2)c(-c2ccccc2)c1C#N)N1C(=O)c2ccccc2C1=O (configuration not stated)	-22	32
Cc1ccc(S(=O)(=O)N2C/C=C\CN(S(=O)(=O)c3ccccc3Br)CC2)cc1	-2	10
CCC(C)c1ccccc1NC(=O)CN(CC)CC(=O)Nc1ccc2c(c1)OCCO2 (configuration not stated)	-8	13
COc1cccc(/C=C/C(=O)Nc2cccc(C(C)=O)c2)c1OC	-20	15
CCOC(=O)c1c(C)[nH]c(C)c1S(=O)(=O)NCC1CCN(Cc2ccccc2OC)CC1	-11	8
CCc1nnc2sc(-c3ccc(NC(=O)c4ccco4)cc3)nn12	-5	4
COc1ccc2c(c1OC)C(=O)OC2C/C(=N\NC(N)=O)c1ccccc1 (configuration not stated)	-19	1
O=C1CN2C(=Nc3ccc(Br)cc3C2c2ccccc2)CCN1 (configuration not stated)	-15	28
CC(C)CC(=O)N1CCN(Cc2ccc(Cl)cc2)CC1	-11	20
CCOc1ccc(N2C(=O)CC(Sc3nc(-c4cccs4)cc(C(F)(F)F)c3C#N)C2=O)cc1 (configuration not stated)	-14	22
CCOC(=O)/C=C/C(=O)OCC(=O)Nc1ccc(OC)c(Cl)c1	-15	2
Cc1ccc2c(c1)N(C(=O)CCC(=O)N1CCOCC1)CCO2	-15	12
COc1ccc(C(=O)Cc2nnc(C)s2)cc1	-12	12
Cc1ccnc(NC(=O)C2CC(=O)N(Cc3ccccc3)C2)c1 (configuration not stated)	-15	7
CCOC(=O)c1ccc(-c2c(-c3cc(OC)c(OC)c(OC)c3)noc2C)cc1F	-15	14
CCOC(=O)c1nn(-c2ccccc2C)c2nc(CC(C)C)c(C#N)c(=O)n12	-31	2
Cc1nc2c([nH]c3ccc(Br)cc32)s1	-12	14
Cc1c(C(=O)N2CCN(Cc3ccc4c(c3)OCO4)CC2)sc2ncnc(N3CCN(c4ccccc4F)CC3)c12	-13	8
O=C(O)/C(=C\c1cccc(C(F)(F)F)c1)c1ccc(S(=O)(=O)N2CCCC2)s1	-9	10
O=C(NC(=S)Nc1ccccc1N1CCCCC1)c1ccco1	-26	31
CC(C)Cc1nnc(NC(=O)CCC(=O)NC2CCCCCCC2)s1	-1	11
CN(C)CCCNc1cc(-c2ccccc2)nc2cc(-c3cccc(F)c3)nn12	-13	16
Nc1ccc(C(=O)CC(=O)Nc2ccc(Cl)cc2)cc1	-16	-1
Cn1nc(-c2ccccc2)c(C#N)c1Sc1cccc(Cl)c1	-7	15
Cc1csc(Sc2ccc(C(=O)OCC(=O)Nc3ccc(OC(F)(F)F)cc3)cc2[N+](=O)[O-])n1	-25	20
O=C(Nc1ccc(N2CCCCC2)cc1)C1CCCN1S(=O)(=O)c1ccc(F)cc1 (configuration not stated)	-18	5
Cn1ccnc1SCCNC(=O)CCc1nnc(CCc2ccccc2)o1	-1	7
CC(=O)N(Cc1ccccn1)Cc1ccco1	-5	9
COC(=O)NNC(=S)Nc1cc(OC)ccc1OC	4	4
COc1ccc(NC(=O)c2ccccc2Sc2ccc(NC(C)=O)nc2)cc1	-32	26
CCC(C)NC(=O)C(Cc1ccccc1)NS(=O)(=O)c1ccc2c(c1)oc(=O)n2C (configuration not stated)	-17	0
CCOC(=O)c1cc2c(=O)n3ccccc3nc2n(C(C)C)c1=NC(=O)c1ccco1	-24	29
COc1ccc(N/C=C2\C(=O)c3c(sc(C)c3C)N(C)S2(=O)=O)cc1	-21	4
Cc1cccc(C(=O)NC2CCCc3ccccc32)c1 (configuration not stated)	-26	11
CCON1C(=O)C(C)(C)N(OCC)C(=O)C1(C)C	-18	3
COCCCNC(=O)C1CCN(C(=O)Nc2ccc(Cl)cc2)CC1	-4	18
CC1(C)Cc2c(sc(NC(=O)c3ccco3)c2C#N)C(C)(C)N1	0	11
CN(C(=O)CSc1nc(-c2cccs2)nc2ccccc12)C1CCS(=O)(=O)C1 (configuration not stated)	2	4

Reformatted with each value named: 3 of the compounds above.
CCOC(=O)c1nn(-c2ccccc2C)c2nc(CC(C)C)c(C#N)c(=O)n12
  OX1R antag-1: -31 | OX1R antag-2: 2
COc1ccc(NC(=O)c2ccccc2Sc2ccc(NC(C)=O)nc2)cc1
  OX1R antag-1: -32 | OX1R antag-2: 26
Cc1cccc(C(=O)NC2CCCc3ccccc32)c1 (configuration not stated)
  OX1R antag-1: -26 | OX1R antag-2: 11

Following part.
mol	OX1R antag-1	OX1R antag-2
C=CCNC(=O)NC(=O)COC(=O)c1cccnc1SC	-20	16
CN(C)C(=O)Nc1cnc2ccccc2c1	-6	1
COc1cc(C(C)=O)ccc1O	0	14
CCCN(CC1CCCO1)C(=O)c1cc(COc2cccc(OC)c2)on1 (configuration not stated)	-18	8
O=C(COc1ccc(F)cc1Br)N1CCN(S(=O)(=O)/C=C/c2ccccc2)CC1	-20	27
COc1cc([N+](=O)[O-])ccc1NC(=O)Cc1ccccc1	-16	7
COc1ccccc1C(=O)Nc1ccc2ccccc2c1	-17	14
CSc1sc(C(=O)NCC2CC2)cc1S(=O)(=O)C(C)C	-6	7
Cc1cccc(-n2ncc3c(NCc4ccccn4)ncnc32)c1	-7	22
O=c1c2ccccc2c(-c2ccc(F)cc2)nn1-c1ccc(C(F)(F)F)cc1	-46	33
CCOc1ccc(-c2c(C#N)c(N)nc3c2c(=O)n(C)c(=O)n3C)cc1OC	-11	11
CCc1ccccc1NC(=O)CN1CCN(C(=O)CNC(=O)Cc2cccc3ccccc23)CC1	-31	6
Cc1ccc(C(=O)Nc2cc(Cl)ccc2-n2cncn2)s1	-22	5

Compound activity from PubChem BioAssay.

Rows were taken by chance; about 2% have a hit in one of these screens.
